GLP1R cytotox: cytotoxicity counter-screen for GLP-1 receptor inverse agonists; Potency, µM (highest dose often 38.3 µM), inactives show at the top dose activity change, negative = inhibition, hits mostly inhibitors; 410,000 tested, 0.13% active; HEK293 cAMP-luciferase reporter cells, luminescence, 24 h;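 further: loss of luciferase light is scored as toxicity; on the % scale 0 is the no-effect control and ±100 the full control effect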
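Compound-treated cells are incubated 24 hr at 37 deg C under 5% CO2 after a 12 hour attachment period, then luciferase detection reagent is added and luminescence is measured following 12 min at room temperature; lowered signal indicates toxicity.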
PTHR1 ag: PTHR1 (human) receptor agonism. Q03431. HEK293 GP2 PTHR1 cells, GloSensor cAMP luminescence, 1 h. Potency, µM (doses to about 115 µM), for inactives: top-dose activation, actives largely listed as activators. 410,000 tested, 0.075% active; further: nearly all actives have a fitted effect of over 55% in size; some results filed as inactive show a strong effect at the top dose; inactives centre near -15; many of its hits are not listed in these tables
Target sequence (Q03431 whole entry, looked up): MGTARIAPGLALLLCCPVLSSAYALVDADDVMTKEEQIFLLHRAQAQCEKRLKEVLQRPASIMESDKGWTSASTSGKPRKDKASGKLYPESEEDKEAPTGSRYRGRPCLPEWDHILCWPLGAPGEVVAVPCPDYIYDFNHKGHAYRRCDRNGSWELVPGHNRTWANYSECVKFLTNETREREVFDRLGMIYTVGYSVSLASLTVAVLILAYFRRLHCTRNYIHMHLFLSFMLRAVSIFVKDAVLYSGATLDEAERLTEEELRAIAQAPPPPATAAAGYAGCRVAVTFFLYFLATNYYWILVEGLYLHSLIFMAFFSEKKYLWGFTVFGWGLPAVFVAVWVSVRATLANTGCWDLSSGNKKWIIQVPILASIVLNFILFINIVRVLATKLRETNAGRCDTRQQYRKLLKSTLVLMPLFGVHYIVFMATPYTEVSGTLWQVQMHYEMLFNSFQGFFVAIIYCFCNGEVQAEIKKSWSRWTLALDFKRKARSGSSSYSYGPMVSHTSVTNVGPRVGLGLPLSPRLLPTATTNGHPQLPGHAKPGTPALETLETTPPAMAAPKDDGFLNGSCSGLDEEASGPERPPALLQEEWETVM
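HEK-293-derived GP2 cells expressing PTHR1 and a GloSensor cAMP reporter, 3,000/well, plated overnight, given luciferin plus IBMX (each 0.5 mM as added) for 1 h at 37 °C, then compound for 1 h at 37 °C. Luminescence was read after 15 min at room temperature.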
GLP1R inv ag: inverse agonists of human GLP-1 receptor; P43220; HEK293 GLP-1R CRE-luciferase, luminescence, 24 h; GLP-1R form is constitutively active; Potency, µM (titrated, usually from 38.3 µM), without a hit: at the highest dose activity change, negative = inhibition, most hits filed as inhibitors; 410,000 tested, 1.6% active; further: on the % scale 0 is the no-effect control and ±100 the full control effect; nearly all actives have a fitted effect of over 55% in size
Target sequence (P43220 whole entry, looked up): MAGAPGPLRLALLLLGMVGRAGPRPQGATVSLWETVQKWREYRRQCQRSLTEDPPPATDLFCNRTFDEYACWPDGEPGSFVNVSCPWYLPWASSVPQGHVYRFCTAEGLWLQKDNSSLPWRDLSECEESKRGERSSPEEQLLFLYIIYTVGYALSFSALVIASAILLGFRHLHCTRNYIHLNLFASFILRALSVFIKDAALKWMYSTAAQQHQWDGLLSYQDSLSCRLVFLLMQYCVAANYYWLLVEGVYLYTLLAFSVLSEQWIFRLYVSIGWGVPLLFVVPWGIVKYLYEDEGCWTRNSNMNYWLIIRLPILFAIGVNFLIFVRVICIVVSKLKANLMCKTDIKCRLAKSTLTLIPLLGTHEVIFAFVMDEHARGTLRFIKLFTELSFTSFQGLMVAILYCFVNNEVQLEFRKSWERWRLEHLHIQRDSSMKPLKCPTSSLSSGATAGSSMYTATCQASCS
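Cells are plated, allowed 12 hours at 37 deg C, then treated with compounds for 24 hr before luciferase detection reagent is added and luminescence is read after 12 min at room temperature. The HEK293 line carries constitutively active GLP-1R with a cAMP-responsive reporter.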
The depositor's hits bear a star; i = inactive; ? = inconclusive; [ ] = remark or other dose. The call rests on the fitted dose curve; in most records, active means well fitted curve in the direction sought with a large enough effect; inconclusive means small, poorly fitted or top-dose-only effect, or another doubt; inactive means no such curve, though single readings can be large; an effect the other way counts as inactive or inconclusive. Potency means the concentration at half of the fitted maximal effect.

mol | GLP1R cytotox | PTHR1 ag | GLP1R inv ag
Cc1cccc(NC(=O)c2sc3ncnc(N(C)C4CCCCC4)c3c2C)c1C | -1% | -9% | 11%
COc1ccc(N2CCN(C(=O)Cc3coc4ccc(C)cc34)CC2)cc1 | -6% | -73%[inhibitor] | ?
COc1ccc(NC(=O)Nc2nnc(N3CCCCCC3)s2)c(OC)c1 | -1% | i | ?
O=C(CN(c1ccc(Cl)c(C(F)(F)F)c1)S(=O)(=O)c1ccccc1)N1CCc2ccccc2C1 | -3% | i | ?
CC(C)NC(=O)c1ccc(CSc2nc3ccncc3n2Cc2cccc(F)c2)cc1 | -3% | i | -15%
Cc1ccc2nc(NC(=O)c3cc(=O)c4cc(C)c(C)cc4o3)sc2c1 | 15% | -18% | -5%
Cc1cc(Nc2ccc(Br)cc2)n2nc(-c3ccccc3C)nc2n1 | 3% | -24% | 9%
CC1CCN(C(=O)CSc2c3c(nc4ccc(Cl)cc24)CCCC3)CC1 | -24% | -44%[inhibitor] | ?
Cc1ccc2occ(CC(=O)Nc3ccc(S(=O)(=O)N4CCCC(C)C4)cc3)c2c1 (centres undefined) | 0% | -26% | 11µM*
CCOc1ccc(NC(=O)CC2C(=O)N(c3ccc(C)cc3)C(=O)N2CCC2=CCCCC2)cc1 (centres undefined) | 2% | i | 1%

New compounds follow
mol | GLP1R cytotox | PTHR1 ag | GLP1R inv ag
Cc1ccc(NC(=O)Cn2nc(-c3ccccc3)nc(Cc3ccc(Cl)cc3)c2=O)cc1 | 3% | i | -5%
Cc1[nH]c2ccc(C(=O)Nc3ccc(F)cc3)cc2c1C | -25% | i | ?
Cc1coc2cc3oc(=O)c(CC(=O)N4CCCCC4)c(C)c3cc12 | 8% | -12% | 11%
Cc1ccc(-n2ncc(C(=O)Nc3ccc(C)c(F)c3)c2C2CCN(C(=O)OC(C)(C)C)CC2)cc1C | 9% | ? | 3%
Oc1cccc(Nc2cc(-c3ccccc3)ncn2)c1 | 3% | -13% | 35%[activator]
CCc1ccccc1N(C)C(=O)c1cn(-c2cccc(OC)c2)c(=O)c2ccccc12 | 40%[activator] | -10% | ?
CCCOc1ccc(C2c3c(-c4ccccc4O)n[nH]c3C(=O)N2Cc2ccncc2)cc1OCC (centres undefined) | 34%[activator] | i | 22%
Cc1ccc(N2CC(c3nnc(Cc4ccc(Cl)cc4)o3)CC2=O)cc1 (centres undefined) | 20% | -9% | 1%
CCCCNC(=O)c1sc2ncccc2c1-n1cccc1 | -6% | i | -1%
Cc1ccc(S(=O)(=O)N(CC(=O)Nc2ccc(Cl)cc2Cl)c2ccccc2C)cc1 | 7% | i | ?

Other structures follow:
mol | GLP1R cytotox | PTHR1 ag | GLP1R inv ag
Cc1cccc(C)c1OCCCn1c(CCNC(=O)C2CCCCC2)nc2ccccc21 | -10% | -48%[inhibitor] | ?
CC(NC(=O)c1cc(-c2ccc(Cl)cc2)on1)c1ccccc1 (centres undefined) | 8% | 23% | 14%
Cc1ccccc1NC(=O)c1sc2nc3c(cc2c1N)CN(Cc1ccccc1)CC3 | 10% | -49%[inhibitor] | ?
CCN1CCN(c2csc3ccc(C)cc3c2=O)CC1 | -2% | i | 7%
Cc1ccc(Cl)cc1NC(=O)CSC1=Nc2ccccc2C2=NC(Cc3ccccc3)C(=O)N12 (centres undefined) | -15% | -13% | ?
COc1ccc(CNC(=O)c2cc3c(=O)n(Cc4ccc(OC)cc4)ccc3nc2C)cc1 | 3% | i | ?
CCN(C(=O)CSc1nc2ccccc2n1CC(=O)N(C)C1CCCCC1)c1ccccc1 | 2% | 7% | -12%
Cc1ccc(-c2cc(NC(=O)COc3ccc(Cl)c(C)c3)on2)cc1 | -2% | 21% | 14%
O=C(CN1C(=O)CCc2cc(S(=O)(=O)N3CCOCC3)ccc21)Nc1cccc(Cl)c1 | 3% | i | 2%
COc1ccc(-c2cc3nc(-c4ccccc4)cc(C(F)(F)F)n3n2)cc1 | 9% | -18% | 1%

Carrying on.
mol | GLP1R cytotox | PTHR1 ag | GLP1R inv ag
COc1cccc(Cc2nc3ccccc3nc2SCC(=O)N2CCN(c3ccccc3)CC2)c1 | -1% | i | ?
COCCNC(=O)CSc1nc2cc3c(cc2c(=O)n1CCCC(=O)NCc1ccc2c(c1)OCO2)OCO3 | 0% | -16% | 8%
O=C(COc1ccc(Cl)cc1)Nc1ccccc1OCc1cc(=O)n2ccccc2n1 | 2% | -9% | -8%
CCc1c(C)nc2nncn2c1Nc1ccc(C)c(F)c1 | 14% | -13% | -16%
Cc1cccc(-c2nc(S(=O)(=O)c3ccc(Cl)cc3)c(N3CCCCCC3)o2)c1 | -12% | -12% | ?
CCc1ccccc1NC(=O)c1cn(C)c(=O)c2ccccc12 | 4% | i | -4%
CCOc1ccc(-n2nc(CO)c(C(=O)NCCCc3ccccc3)n2)cc1 | 1% | -22% | ?
CCOc1ccc(NC(=O)CN2CCN(CC(=O)Nc3ccc(F)cc3F)CC2)cc1 | -1% | -23% | -12%
Cc1cc(-n2c(C)nc3ccccc3c2=O)ccc1NC(=O)c1ccc(C)c([N+](=O)[O-])c1 | 7% | -13% | 8%
COc1ccc(OC)c(CNC(=O)c2ccc(Sc3ccc(Cl)cc3)c(NC(C)=O)c2)c1 | -2% | -4% | -30%

Given field by field: 2 of the compounds above.
molecule: Cc1ccc(Cl)cc1NC(=O)CSC1=Nc2ccccc2C2=NC(Cc3ccccc3)C(=O)N12 (centres undefined)
  GLP1R cytotox: -15% | PTHR1 ag: -13% | GLP1R inv ag: ?

molecule: COc1ccc(CNC(=O)c2cc3c(=O)n(Cc4ccc(OC)cc4)ccc3nc2C)cc1
  GLP1R cytotox: 3% | PTHR1 ag: i | GLP1R inv ag: ?

The list continues:
mol | GLP1R cytotox | PTHR1 ag | GLP1R inv ag
O=C(NCc1cccc(Br)c1)c1ccc(NC(=O)N2CCCCc3ccccc32)cc1 | 2% | ? | 12%
CCCCN(C)CCCNC(=O)Cn1ncc2c3ccccc3n(Cc3cccc(Cl)c3)c2c1=O | 4% | -1% | 0%
COc1ccc(C2CC(=O)Nc3c2c(=O)nc2c(C)cccn32)cc1OC (centres undefined) | -5% | -2% | 6%
CC(=O)c1c(C)oc2c(Cl)cc(NS(=O)(=O)c3cc(C)c(C)cc3C)cc12 | 1% | i | 9%
CCCCCNC(=O)C1CCC(Cn2c(=O)c3sccc3n(CC(=O)N3CCCC3)c2=O)CC1 (centres undefined) | -10% | ? | 2%
COc1ccc2cc(C(=O)NCc3ccc4c(c3)CCN4C(=O)c3ccccc3)[nH]c2c1 | 1% | 1% | 7%
Cc1ccc(C)c(NC(=O)Cn2cc(C(=O)C3CCCCC3)c3ccccc32)c1 | -2% | i | -20%
COc1ccccc1OC(C)C(=O)Nc1cccc(-c2nc3ccccc3s2)c1 (centres undefined) | 5% | i | ?
COc1ccc(-c2cn3nc(N4CCC(C(=O)Nc5cccc(C)c5C)CC4)sc3n2)cc1 | 0% | -9% | -3%
COc1ccc(-c2nc3n(n2)C(c2cccc(C)c2)C(C(N)=O)=C(C)N3)cc1OC (centres undefined) | -2% | i | 44%[activator]

The list goes on.
Values run as follows: GLP1R cytotox	PTHR1 ag	GLP1R inv ag
Cc1cccc(C(=O)Nc2ccc(S(=O)(=O)N3CCCCC3c3cccnc3)cc2)c1 (centres undefined)
    -4%	-42%[inhibitor]	?
COc1cccc(NC(=O)CSc2nnc(NC(=O)NC3CCCCC3)s2)c1
    -14%	-62%[inhibitor]	-21%
Cc1cccc(N(CC(=O)Nc2ccc(Br)cc2)S(C)(=O)=O)c1C
    -8%	-16%	?
O=C(C1CCN(c2ncnc3c2nc2n3CCCCC2)CC1)N1CCN(c2ccc(Cl)cc2)CC1
    -9%	i	-11%
Cc1ccc2nc3c(c(Nc4ccc(C)c(C)c4)c2c1)CCC3
    ?	i	?
CCCSCCCNC(=O)c1ccc2c(c1)sc1nc(-c3ccc(OCC)cc3)cn12
    0%	0%	14%
O=c1n(Cc2cccc(C(F)(F)F)c2)c2ccccc2c2nc(-c3ccccc3)nn12
    -1%	-20%	-14%
COc1ccc(-n2nnnc2C2CCN(S(=O)(=O)c3ccc(C)cc3)CC2)cc1
    -8%	-72%[inhibitor]	2%
COc1ccccc1CSc1nc2n(n1)C(c1ccccc1)C(C(=O)Nc1ccc(C)cc1)=C(C)N2 (centres undefined)
    7%	i	-20%
COc1ccc(NC(=O)CSC2=Nc3ccccc3C3=NC(CC(=O)NCc4ccc5c(c4)OCO5)C(=O)N23)cc1 (centres undefined)
    -10%	i	22%

New compounds follow.
Values run as follows: GLP1R cytotox	PTHR1 ag	GLP1R inv ag
COc1ccccc1Nc1c2c(nc3ccc(NC(=O)c4ccc(N(C)C)cc4)cc13)CCCC2
    ?	0%	?
Cc1ccc(NC(=O)C2CCN(C(=O)c3sc4nc[nH]c(=O)c4c3C)CC2)cc1F
    -2%	18%	-9%
COc1cccc(CNC(=O)c2ccc3nc(CCc4ccccc4)oc3c2)c1OC
    -1%	i	?
Cc1ccc(CNC(=O)CSc2n[nH]c(-c3ccc(F)cc3)n2)cc1
    5%	-45%[inhibitor]	-14%
CCN(CC)C(=O)c1sc2c(c1C)c(=O)n(-c1ccccc1)c(=O)n2Cc1cc(=O)n2ccccc2n1
    -3%	-11%	8%
Cc1cccc(-c2nnc(SCc3cc(=O)c4cccc(Cl)c4[nH]3)n2C)c1
    -8%	-23%	-2%
Cc1cn2c(=O)cc(COC(=O)c3ccc(NC(=O)COc4ccccc4C)cc3)nc2s1
    8%	i	4%
Cc1ccc(C(C)C)c(OCC(O)CN2CCN(c3ccccc3F)CC2)c1 (centres undefined)
    -4%	-86%[inhibitor]	?
CSc1ccc(CCNC(=O)c2ccc(CS(=O)(=O)c3ccc(Br)cc3)o2)cc1
    -22%	-33%[inhibitor]	?
O=C(CCc1ccccc1)NC1CC(=O)N(c2ccccc2)C1 (centres undefined)
    2%	-12%	8%

Further records
Values run as follows: GLP1R cytotox	PTHR1 ag	GLP1R inv ag
CCN1CCOC(=O)C1CC(=O)Nc1cc(C)ccc1OC (centres undefined)
    1%	-19%	7%
COc1ccc(CCNC(=O)C(=O)NCC(c2ccco2)S(=O)(=O)c2ccc(C)cc2)cc1 (centres undefined)
    -3%	-66%[inhibitor]	10%
Cc1ccccc1NC(=O)c1ccc(F)c(S(=O)(=O)NC2CCCC2)c1
    4%	-3%	-14%
COc1cc(Nc2ncc3c(n2)CCN(Cc2ccc(OC(C)C)c(OC)c2)C3)cc(OC)c1
    0%	-17%	-1%
Nc1c(C(=O)Nc2ccccc2)nnn1Cc1ccc(F)cc1Cl
    -1%	-17%	0%
CC(=O)Nc1nnc(SCc2cc(=O)c3cccc(C)c3[nH]2)s1
    9%	-4%	9%
CCOc1ccc(-n2cc(-c3ccccc3)c3c(N4CCN(c5ccccc5OC)CC4)ncnc32)cc1
    5%	0%	-2%
CCc1ccc(NC(=O)CCS(=O)(=O)c2ccc3c(c2)oc(=O)n3C)cc1
    -1%	i	-14%
COc1cccc(Cn2c(CNS(=O)(=O)c3ccc(C(C)(C)C)cc3)nc3cccnc32)c1
    -2%	-70%[inhibitor]	?
Cn1cnc(S(=O)(=O)N2CCCC(C(=O)Nc3cccc(C#N)c3)C2)c1 (centres undefined)
    -8%	6%	1%

One compound at a time (already shown):
Listed for Nc1c(C(=O)Nc2ccccc2)nnn1Cc1ccc(F)cc1Cl = GLP1R cytotox = -1%; PTHR1 ag = -17%; GLP1R inv ag = 0%
Listed for Cn1cnc(S(=O)(=O)N2CCCC(C(=O)Nc3cccc(C#N)c3)C2)c1 (centres undefined) = GLP1R cytotox = -8%; PTHR1 ag = 6%; GLP1R inv ag = 1%

Additional compounds:
Values run as follows: GLP1R cytotox	PTHR1 ag	GLP1R inv ag
CCc1ccccc1NC(=O)c1ccc2nc(CCc3ccccc3)oc2c1
    -1%	-38%[inhibitor]	0%
CCN1CCN(Cc2c(O)ccc3oc(C)c(C(=O)Nc4cccc(Cl)c4C)c23)CC1
    9%	-20%	0%
Cc1cc(C)nc(-n2nc(C)c3c2NC(=O)CC3c2ccccc2OC(C)C)n1 (centres undefined)
    -2%	-13%	10%
CCS(=O)(=O)N1CC(=O)N(c2cccc(C)c2C)C(C)(C(=O)NC2CCCCC2)C1 (centres undefined)
    -4%	-19%	15%
Cc1cccc(OC(=O)CSc2nnc(CNC(=O)c3ccccc3)o2)c1C
    0%	-43%[inhibitor]	-8%
COc1ccc(CCN2C(=O)c3[nH]nc(-c4ccccc4O)c3C2c2ccccc2)cc1 (centres undefined)
    -27%	-11%	?
CCOC(=O)c1c(NC(=O)c2ccc(Br)cc2)sc2c1CCCC2
    0%	-4%	1%
COc1ccc(C2C(=O)N(C3CCC(C)CC3)CC(=O)N2C2CCCC2)cc1OC (centres undefined)
    2%	i	3%

Not all compounds are listed; the hit share may differ from the screen's.
